# Bioassay records as filed in PubChem.
# HKDC1 inhibitor – blocks human hexokinase HKDC1 activity. Q2TB90. recombinant HKDC1, G6PDH/diaphorase resazurin coupled fluorescence. inhibition, % at 20 µM. hit rate 0.16% among 340,000;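 active means inhibition above about 35% when tested at 20 µM, limit read from the data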;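 further: plate controls were DMSO wells with enzyme for no effect and DMSO wells lacking enzyme for full effect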
#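 Test system: HK5 enzyme. Quantity: 5 µg/mL HK5 final. Reagent: glucose and ATP substrates. Schedule: 90 min reaction incubation at room temperature, dark. Technique: resazurin-to-resorufin fluorescence via G6PDH and diaphorase coupling, 525/613 nm. Control set: DMSO wells with and without enzyme mix.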
# A3A deaminase – human APOBEC3A DNA deaminase inhibition. hit rate 0.41% among 330,000. P31941. recombinant A3A, FAM/TAMRA ssDNA deamination fluorescence. inhibition, % at 20 µM;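 active means at least 40% inhibition at 20 µM here, with at most 30% in a related deaminase screen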;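 further: plate controls were A3A with DMSO for no effect and wells lacking A3A enzyme for full effect; some results filed as inactive read as strong as hits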
# Target sequence (P31941 whole entry, looked up): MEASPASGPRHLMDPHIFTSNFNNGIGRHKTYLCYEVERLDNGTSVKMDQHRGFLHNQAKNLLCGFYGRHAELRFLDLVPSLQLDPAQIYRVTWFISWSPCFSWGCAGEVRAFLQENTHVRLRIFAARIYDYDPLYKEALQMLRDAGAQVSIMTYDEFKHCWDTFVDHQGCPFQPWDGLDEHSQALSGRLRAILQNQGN
# hIAP block – blocks human intestinal alkaline phosphatase; P09923; purified IAP, CDP-Star luminescence, 30 min; inhibition, % at 10 µM; hit rate 0.12% among 330,000; AID 2544;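 active means inhibition reaching a set limit with compound at 10 µM in the primary screen, cut at about 35% in these data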;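 further: plate controls were DMSO wells with enzyme for no effect and no-enzyme buffer wells for full effect; values of inactives mirror those of a sister screen read the other way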
# Target sequence (P09923 whole entry, looked up): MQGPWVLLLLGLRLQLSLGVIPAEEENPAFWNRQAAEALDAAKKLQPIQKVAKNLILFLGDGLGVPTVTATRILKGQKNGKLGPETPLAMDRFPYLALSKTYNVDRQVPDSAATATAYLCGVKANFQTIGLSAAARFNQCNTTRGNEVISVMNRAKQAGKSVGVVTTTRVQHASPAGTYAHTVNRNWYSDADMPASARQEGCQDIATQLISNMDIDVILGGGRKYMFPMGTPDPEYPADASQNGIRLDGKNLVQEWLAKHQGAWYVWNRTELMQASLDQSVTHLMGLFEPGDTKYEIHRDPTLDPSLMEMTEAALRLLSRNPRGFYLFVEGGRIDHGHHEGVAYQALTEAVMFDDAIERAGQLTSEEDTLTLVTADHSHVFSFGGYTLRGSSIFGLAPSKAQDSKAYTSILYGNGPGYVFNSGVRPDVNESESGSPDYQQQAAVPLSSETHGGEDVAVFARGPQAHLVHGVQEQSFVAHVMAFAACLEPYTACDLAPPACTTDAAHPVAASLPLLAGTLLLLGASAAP
# hIAP activ – increases human intestinal alkaline phosphatase activity; purified human IAP, CDP-Star luminescence, 30 min; active compounds read high; 1 = vehicle-only enzyme, 0 = enzyme-free background; activation factor at 10 µM; hit rate 0.16% among 330,000; P09923; AID 2524;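 active means activation factor of the enzyme at least 2-fold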; further: the source names both 10 and 20 µM as test concentration; values of inactives mirror those of a sister screen read the other way
# ATG4B inhibitor – ATG4B (human) cysteine protease inhibition; Q9Y4P1; ATG4B cleavage of LC3-PLA2, NBD-HPC fluorescence, 1 h; inhibition, % at 8.33 µM; hit rate 0.51% among 340,000; AID 504462; in the data active means inhibition above about 40%
# Target sequence (Q9Y4P1 whole entry, looked up): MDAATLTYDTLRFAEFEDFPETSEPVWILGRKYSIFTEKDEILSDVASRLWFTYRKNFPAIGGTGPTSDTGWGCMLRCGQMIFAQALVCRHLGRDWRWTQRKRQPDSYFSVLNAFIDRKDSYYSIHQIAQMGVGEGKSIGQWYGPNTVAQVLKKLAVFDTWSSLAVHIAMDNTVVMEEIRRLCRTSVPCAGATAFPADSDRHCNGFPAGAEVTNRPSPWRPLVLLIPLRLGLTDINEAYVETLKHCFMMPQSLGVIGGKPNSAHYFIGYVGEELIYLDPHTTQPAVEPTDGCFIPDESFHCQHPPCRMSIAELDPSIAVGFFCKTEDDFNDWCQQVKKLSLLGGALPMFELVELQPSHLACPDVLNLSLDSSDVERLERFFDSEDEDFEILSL
# mIAP inh – blocks mouse intestinal alkaline phosphatase | hit rate 0.2% among 330,000 | purified mouse IAP, CDP-Star luminescence, 30 min | inhibition, % at 10 µM;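 active means inhibition of at least 40% at 10 µM in the primary screen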;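 further: plate controls were DMSO with enzyme for no effect and no enzyme wells for full effect; values of inactives mirror those of a sister screen read the other way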
# PfGluPho inh – PfG6PD (Plasmodium falciparum) enzyme inhibition | hit rate 0.78% among 350,000 | inhibition, % at 20 µM | PfGluPho enzyme, NADPH resazurin-diaphorase fluorescence;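 active means inhibition reaching at least a set limit at 20 µM in the primary screen, cut at about 59% in these data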;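 further: 0% = DMSO wells with substrate and 100% = DMSO wells lacking glucose-6-phosphate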
# mIAP activ – mouse IAP activation | hit rate 0.24% among 330,000 | activation factor at 10 µM | muIAP, CDP-Star luminescence, 30 min; active compounds read high; 1 = vehicle-only enzyme signal, 0 = enzyme-free wells;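 active means activation factor of at least 2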; further: the source names both 10 and 20 µM as test concentration; values of inactives mirror those of a sister screen read the other way
#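 Assay system: mouse IAP enzyme; Reagent: CDP-Star chemiluminescent phosphatase substrate; Compound: DMSO-dissolved test compounds; Incubation: 30 min, room temperature; Technique: luminescence from enzymatic CDP-Star hydrolysis; Controls: DMSO-only wells and no-enzyme negative control.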
# The depositor's hits bear a star; nt = no result given.
SMILES,HKDC1 inhibitor,A3A deaminase,hIAP block,hIAP activ,ATG4B inhibitor,mIAP inh,PfGluPho inh,mIAP activ
Cc1ccc(NC(=O)CSc2nnc(C(F)(F)F)n2C)cc1[N+](=O)[O-],-8,1,12,0.88,3,11,15,0.89
CCOC(=O)CNC(=O)CSc1nnc(-c2ccccc2)n1Cc1ccco1,-8,-4,-11,1.1,0,-1,25,1
CSc1nnc(NC(=O)c2nc(S(=O)(=O)Cc3cccc(C)c3)ncc2Cl)s1,8,-1,16,0.84,-3,1,-7,0.99
CCN(C(=O)CSc1nnc(-c2ccccc2C)n1C)c1c(N)n(Cc2ccccc2)c(=O)[nH]c1=O,-6,-4,-10,1.1,-3,0,-2,1
Nc1ccc(C(=O)OCC(=O)Nc2cccc(S(=O)(=O)NC3=NCCCCC3)c2)cc1[N+](=O)[O-],-2,0,-15,1.2,-7,6,11,0.94
NC(=O)N/N=C/c1c(F)c(F)c(F)c(F)c1F,-6,-3,2,0.98,-5,9,-16,0.91
CN(C)CCN(Cc1cccs1)S(=O)(=O)c1csc(C(N)=O)c1,-5,-5,-16,1.2,7,-4,-13,1
NC(=O)c1ccccc1NC(=O)CSc1nc2ccccc2c(=O)[nH]1,-2,-2,-13,1.1,-1,17,19,0.83
OC(CNCCC(c1ccccc1)c1ccccc1)COc1ccccc1 (stereo not given),-1,5,2,0.98,-9,7,3,0.93
O=C(CSc1nnc(CNc2ccccc2)o1)N1CCc2ccccc21,18,6,-45,1.5,9,27,13,0.73
CCOCCn1c(N2CCN(c3ccc(OC)cc3)CC2)nc2c1c(=O)n(C)c(=O)n2C,-6,-5,-1,1,-1,-1,-6,1
CC(C)c1[nH]nc2c1C(C(C)C)C(C#N)=C(N)O2 (stereo not given),-3,-7,-11,1.1,-9,-9,3,1.1

# 4 entries picked at random from the list so far, as already listed:
SMILES,HKDC1 inhibitor,A3A deaminase,hIAP block,hIAP activ,ATG4B inhibitor,mIAP inh,PfGluPho inh,mIAP activ
CCOCCn1c(N2CCN(c3ccc(OC)cc3)CC2)nc2c1c(=O)n(C)c(=O)n2C,-6,-5,-1,1,-1,-1,-6,1
CC(C)c1[nH]nc2c1C(C(C)C)C(C#N)=C(N)O2 (stereo not given),-3,-7,-11,1.1,-9,-9,3,1.1
CN(C)CCN(Cc1cccs1)S(=O)(=O)c1csc(C(N)=O)c1,-5,-5,-16,1.2,7,-4,-13,1
CCN(C(=O)CSc1nnc(-c2ccccc2C)n1C)c1c(N)n(Cc2ccccc2)c(=O)[nH]c1=O,-6,-4,-10,1.1,-3,0,-2,1

# Additional structures follow.
SMILES,HKDC1 inhibitor,A3A deaminase,hIAP block,hIAP activ,ATG4B inhibitor,mIAP inh,PfGluPho inh,mIAP activ
Cc1c(NC(=O)c2ccc(Br)s2)c(=O)n(-c2ccccc2)n1C,-2,-5,-10,1.1,7,-6,-6,1.1
O=C(CN1C(=O)NC(c2ccccc2)(c2ccccc2)C1=O)Nc1ccc(N2CCOCC2)cc1,0,-2,4,0.96,-15,-17,15,1.2
CN(C)c1nc(C(N)=O)nc(N2CCOCC2)n1,4,4,12,0.88,-10,0,9,1
O=C(CSc1nc2ccc([N+](=O)[O-])cc2[nH]1)NCCc1ccccc1,-6,1,11,0.89,-12,15,14,0.85
COC(=O)c1ccc(CNC(=O)Cn2cnc3c(NCc4ccccc4)ncnc32)cc1,4,4,nt,nt,-7,0,-12,0.99
O=C(CCCc1c[nH]c2ccccc12)Nc1ccc(S(=O)(=O)Nc2ncccn2)cc1,-4,-4,-22,1.2,-7,-2,-18,1
CC(=O)Nc1c(-c2ccccc2)c2cc(Br)ccc2[nH]c1=O,-2,2,4,0.96,-3,-4,22,1
COc1ccc(N2CCN(CC(O)COc3ccc(F)cc3)CC2)cc1 (stereo not given),-3,-2,1,0.99,-2,-3,15,1
Cc1cc(NC(=O)COC(=O)c2ccccc2Cl)no1,4,-5,0,1,-5,1,-10,0.99
Cc1cccc(N(CC(=O)O)CC(=O)O)c1,4,-5,-9,1.1,9,-6,-15,1.1
O=C(CN(C(=O)CCC(=O)Nc1nccs1)c1ccc2c(c1)OCO2)NCc1ccccc1,-5,-5,-9,1.1,-1,-5,0,1.1
CC1(C)CC(NC(=O)c2ccc(Cl)c(Cl)c2)CC(C)(C)N1,-8,-2,-87,1.9,-6,-9,3,1.1
CN1C(=O)CSc2ccc(NC(=O)NCc3ccccc3)cc21,-6,1,-10,1.1,39,-34,-10,1.3
CC1CCN(c2nc(/C=C/c3ccccc3)nc3ccccc23)CC1,11,-1,0,1,-2,14,9,0.86
CC(C)(C)c1ccc(C(=O)CC(Sc2ccc(Cl)cc2)C(=O)O)cc1 (stereo not given),5,-2,7,0.93,1,6,23,0.94
COC(=O)c1ccc(C(=O)OC)c(-n2c(=O)c3ccccc3c3ccccc3c2=O)c1,2,0,-4,1,-1,-3,-6,1
CC(C)(C)NC(=O)CN1C(=O)NC(c2ccccc2)(c2ccccc2)C1=O,2,2,4,0.96,1,-2,-6,1
O=C(O)/C=C/C(=O)NNC(=O)c1cccc(Br)c1,-12,-2,-2,1,2,9,-15,0.91
CCOc1ccc(-c2nc(CSCC(=O)N3CCN(C(=O)c4ccco4)CC3)c(C)o2)cc1,0,-2,-6,1.1,1,4,-2,0.96
COc1ccccc1NC(=O)c1ccc(NS(=O)(=O)c2ccc(F)c(Cl)c2)cc1,-1,3,-9,1.1,9,8,-16,0.92
Cc1cc(C)c(NC(=O)OCCN2CCOCC2)c(C)c1,-1,-2,-2,1,4,2,2,0.98
COc1ccc(OC)c(NS(=O)(=O)c2ccc(N3CCCC3=O)cc2)c1,-2,-2,2,0.98,-7,3,-2,0.97
CC(=O)n1c(C=Nc2ccccc2)c(O)c2ccccc21,6,-9,-16,1.2,-10,-6,12,1.1
O=C1C=C(c2cccnc2)CCC1,0,-1,0,1,-1,6,1,0.94

# Continued, overlapping the part above by two compounds.
SMILES,HKDC1 inhibitor,A3A deaminase,hIAP block,hIAP activ,ATG4B inhibitor,mIAP inh,PfGluPho inh,mIAP activ
CC(=O)n1c(C=Nc2ccccc2)c(O)c2ccccc21,6,-9,-16,1.2,-10,-6,12,1.1
O=C1C=C(c2cccnc2)CCC1,0,-1,0,1,-1,6,1,0.94
CCCN(CCC)CCCNC(=O)C1CCN(S(=O)(=O)c2cccc3nsnc23)CC1,-4,-3,-7,1.1,-1,-3,-12,1
Cc1cc2cc(CN3C(=O)c4ccccc4C3=O)ccc2n1C,-4,-2,-4,1,1,6,11,0.94
NC(=O)c1nc(N2CCOCC2)nc(N2CCOCC2)n1,-4,-2,-4,1,-3,-10,-7,1.1
CCOc1ccc(-c2cc(CCCC(=O)NCCc3ccc(OC)c(OC)c3OC)no2)cc1,-12,-1,-5,1.1,-3,5,6,0.95
COc1ccccc1CNC(=O)CNC(=O)c1ccc(Br)o1,9,-1,-7,1.1,-1,-2,-12,1
COc1ccc(CNC(=O)CCS(=O)(=O)Cc2cccc(Cl)c2)c(OC)c1,-12,8,-2,1,-10,-6,7,1.1
O=C(CSc1nnnn1-c1ccc(F)cc1)Nc1ccc(N2CCOCC2)c(Cl)c1,-9,-1,3,0.97,0,-5,-5,1.1
Cc1ccc(C(=O)COC(=O)c2ccccc2NC(=O)c2ccccc2)cc1[N+](=O)[O-],1,-2,2,0.98,0,10,9,0.9
CCOc1cc(N2CCOCC2)c(OCC)cc1NC(=O)c1ccc2ncsc2c1,7,6,8,0.92,-6,15,4,0.85
COc1cc(OC)cc(C(=O)NCc2nc(-c3ccccc3)no2)c1,-2,-4,9,0.91,-6,2,-24,0.98
CN1CCC(OC(=O)c2cccc(Cl)c2)CC1,-3,0,0,1,-8,2,3,0.98
CC1CCCCC1NC(=O)CCS(=O)(=O)c1ccc(Cl)cc1 (stereo not given),-3,0,9,0.91,7,-5,0,1
N#Cc1c(N)nc(SCC(=O)NCCc2ccccc2)c(C#N)c1-c1cccs1,-6,-6,18,0.82,-4,7,15,0.93
CCCN1C(C)C(C(=O)OCC)=CN(Cc2ccc(Br)cc2)S1(=O)=O (stereo not given),7,4,nt,nt,1,-3,21,1
O=C(CNC(=O)c1ccc(F)cc1)N/N=C/c1cn[nH]c1-c1ccccc1,-7,-5,2,0.98,2,7,-24,0.93
COc1ccc(C)cc1S(=O)(=O)N(C)CC(=O)NC1CCCCCC1,-1,25,-7,1.1,7,2,-7,0.98
C/C(=N\NS(=O)(=O)c1ccccc1)c1ccc2c(c1)OCCO2,-2,2,-1,1,-7,2,0,0.98
CC(C)Oc1cccc(C(=O)N/N=C/c2coc3ccccc3c2=O)c1,4,-1,-24,1.2,34,2,4,0.97
CN1CCN(c2ccccc2/C=N/NC(=O)c2cccnc2)CC1,-1,3,-8,1.1,-6,5,-22,0.95
COc1ccccc1N1CCN(CCCCNC(=O)c2ccc3ccccc3c2)CC1,-4,4,12,0.88,-5,6,8,0.94
COC(=O)c1sccc1NC(=O)Nc1ccc(F)cc1,-4,5,-21,1.2,-5,-4,36,1
CC(C)[C@H](NC(=O)c1ccco1)C(=O)OCC(=O)N1CC(=O)Nc2ccccc21,-2,-5,-1,1,-1,-5,-7,1.1
Cc1ccccc1NC(=O)C1CCN(S(=O)(=O)c2cccc3nonc23)CC1,-7,1,-4,1,-8,0,0,0.99
CCC(O)C1CCN(Cc2cn(-c3ccc(OC)cc3)nc2-c2cccc(F)c2)CC1 (stereo not given),-4,5,13,0.87,-4,11,13,0.89
CCOc1ccccc1NC(=O)C1=C(C)NC(=O)NC1c1cccc(OC)c1OC (stereo not given),-5,-2,-15,1.1,-4,-7,-3,1.1
COCCNc1nc(-c2ccccc2)nc2ccccc12,0,3,2,0.98,1,0,11,1
Nc1nc(-c2ccccc2)c(N=Nc2ccccc2Cl)s1,2,-2,-27,1.3,1,31,4,0.69
CC1CN(C(c2cccs2)c2sc3ncnn3c2O)CC(C)O1 (stereo not given),0,-2,15,0.85,-11,4,6,0.96
N#Cc1c(-c2ccccc2)cc(-c2ccccc2)nc1SCc1nnc(-c2ccccc2)o1,-1,-2,-13,1.1,12,10,-8,0.9
Cc1cc(C(=O)NN=C2CC(=O)CC(C)(C)C2)c(C)o1,-4,1,-8,1.1,7,-7,1,1.1
CCC(=O)N1CCN(c2ccc(NC(=S)NC(=O)c3cccc([N+](=O)[O-])c3)cc2)CC1,-7,-2,3,0.97,-5,14,-13,0.86
Cc1ccccc1NC(=O)c1cccc(N2C(=O)C3CCC(C)CC3C2=O)c1 (stereo not given),-6,-2,-14,1.1,3,3,-20,0.97
COc1cccc(OC)c1C(=O)NC(=S)Nc1cc(-c2nc3ccccc3[nH]2)ccc1Cl,5,-3,15,0.85,35,33,37,0.67
CN1CCC2(CC1)Nc1nc(SCc3ccc(Cl)cc3)nn1C1=C2CN(C)CC1,-9,-2,13,0.87,3,6,4,0.94
CCOC(=O)c1ccc(N/C=C/C(=O)c2ccc(OC)c(OC)c2)cc1,-5,3,11,0.89,-7,2,-2,0.98
Clc1ccc(CN2CCC(c3nc4ccc(Cl)cc4[nH]3)CC2)cc1,7,0,-1,1,12,-45,1,1.5
CCn1c(=O)c(=O)n(CC)c2cc(S(=O)(=O)Nc3cc(C)ccc3C)ccc21,-2,-3,-2,1,-4,4,2,0.96
CCOc1ccc(CNn2nnnc2N)cc1,-1,-3,13,0.87,-7,5,-4,0.95
Fc1cccc(CNC2CCN(CCc3ccccc3)CC2)c1,6,6,16,0.84,-3,-10,-16,1.1
CNC(=S)NNC(=O)c1cccn(Cc2ccc(Cl)cc2Cl)c1=O,nt,-2,-78,1.8,nt,18,nt,0.82
CC(NS(=O)(=O)c1ccc(Cl)cc1)C(c1cccs1)N1CCN(C)CC1 (stereo not given),1,-5,-3,1,-5,-4,4,1
Cc1ccccc1NC(=O)CSc1nc2scc(C)c2c(=O)[nH]1,-4,2,11,0.89,-9,1,-1,0.99
